Assay outcomes: PubChem BioAssay, National Center for Advancing Translational Sciences (NCATS)
BAZ2B block – qHTS Assay for Inhibitors of BAZ2B; Bromodomain adjacent to zinc finger domain protein 2B (Homo sapiens), Q9UIF8; AlphaScreen BAZ2B-H3K14Ac peptide displacement; Potency, µM (series often up to 114 µM), for the others: top-dose activity change, negative = inhibition, actives largely listed as inhibitors; 4.4% of 360,000 active; AID 504333, 2011; note: nearly all actives have a fitted effect of over 60% in size
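AlphaScreen displacement of biotin-H3(5-23)K14Ac peptide (50 nM final) from BAZ2B (50 nM final) in PBS pH 7.4, 0.01% Tween-20; complex preformed 30 min RT, then compounds (top 110 uM) 30 min RT, beads 20 min dark.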
BLM helicase inh – qHTS Assay for Inhibitors of Bloom's syndrome helicase (BLM); RecQ-like DNA helicase BLM (Homo sapiens), P54132; Potency, µM (doses to about 56.1 µM), inactives show top-dose activity change, negative = inhibition, most hits filed as inhibitors; 0.2% of 350,000 active; AID 2528, 2010; recombinant BLM DNA unwinding, fluorescence dequenching;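 note: plate controls were vehicle for no effect and no enzyme for full effect; nearly all actives have a fitted effect of over 35% in size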
Target sequence (P54132 whole entry, looked up): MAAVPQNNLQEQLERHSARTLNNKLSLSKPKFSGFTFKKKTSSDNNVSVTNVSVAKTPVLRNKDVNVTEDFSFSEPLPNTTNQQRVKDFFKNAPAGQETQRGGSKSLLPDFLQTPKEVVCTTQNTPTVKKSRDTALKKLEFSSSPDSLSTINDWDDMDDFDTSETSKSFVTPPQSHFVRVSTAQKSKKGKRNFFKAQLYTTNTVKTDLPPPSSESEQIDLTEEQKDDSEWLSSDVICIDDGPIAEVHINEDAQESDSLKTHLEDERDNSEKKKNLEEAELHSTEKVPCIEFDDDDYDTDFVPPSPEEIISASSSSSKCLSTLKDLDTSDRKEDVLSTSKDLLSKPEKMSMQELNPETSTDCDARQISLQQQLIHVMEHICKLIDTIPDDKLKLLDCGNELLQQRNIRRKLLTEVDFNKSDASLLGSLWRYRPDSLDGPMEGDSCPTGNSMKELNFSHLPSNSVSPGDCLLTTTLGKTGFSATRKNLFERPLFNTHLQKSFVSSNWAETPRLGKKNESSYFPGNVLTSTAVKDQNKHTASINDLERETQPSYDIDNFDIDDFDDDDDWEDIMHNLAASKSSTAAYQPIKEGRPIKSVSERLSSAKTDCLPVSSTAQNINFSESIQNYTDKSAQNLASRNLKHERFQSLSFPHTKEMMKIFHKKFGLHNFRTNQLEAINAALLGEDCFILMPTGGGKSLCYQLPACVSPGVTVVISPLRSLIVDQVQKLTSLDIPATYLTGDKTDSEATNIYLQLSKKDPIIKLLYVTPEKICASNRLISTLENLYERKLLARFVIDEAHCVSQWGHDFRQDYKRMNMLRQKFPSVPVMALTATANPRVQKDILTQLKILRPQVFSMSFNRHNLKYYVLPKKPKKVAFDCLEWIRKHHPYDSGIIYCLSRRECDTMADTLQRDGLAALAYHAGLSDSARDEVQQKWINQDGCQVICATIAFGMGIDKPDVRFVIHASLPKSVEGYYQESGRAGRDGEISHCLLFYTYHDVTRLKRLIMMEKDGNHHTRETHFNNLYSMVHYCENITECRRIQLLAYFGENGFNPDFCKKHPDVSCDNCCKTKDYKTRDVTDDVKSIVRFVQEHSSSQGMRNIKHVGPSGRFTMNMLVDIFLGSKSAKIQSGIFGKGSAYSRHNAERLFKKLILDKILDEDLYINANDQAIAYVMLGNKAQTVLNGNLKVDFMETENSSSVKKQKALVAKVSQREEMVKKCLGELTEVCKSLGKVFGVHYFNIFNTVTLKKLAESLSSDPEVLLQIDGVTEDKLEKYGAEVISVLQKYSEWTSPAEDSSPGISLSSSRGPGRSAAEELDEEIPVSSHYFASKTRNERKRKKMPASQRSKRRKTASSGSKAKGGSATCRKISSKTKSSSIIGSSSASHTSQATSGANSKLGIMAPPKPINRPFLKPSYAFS
G9a inh – qHTS Assay for Inhibitors of Histone Lysine Methyltransferase G9a; 8.8% of 350,000 active; AID 504332, 2011; G9a H3K9 monomethylation, AlphaScreen, 2 h; Histone-lysine N-methyltransferase EHMT2 (Homo sapiens), Q96KQ7; Potency, µM (series often up to 102 µM), without a hit: at the top dose activity, negative = inhibition, hits mostly inhibitors; note: nearly all actives have a fitted effect of over 75% in size
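G9a (20 nM) was preincubated 15 min with compound, then reacted 2 h at room temperature with 500 nM biotin-H3K9 peptide and 20 µM SAM. Monomethyl-H3K9 detected by AlphaScreen using anti-H3K9me1 antibody.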
* hit, by the source's call; u = inconclusive; & = joins results of further samples; [ ] = another dose, or the depositor's remark. Calls come from the whole dose curve; as a rule, active = well fitted curve in the direction sought with a large enough effect; inconclusive = small, poorly fitted or top-dose-only effect, or another doubt; inactive = no such curve, though single readings can be large; an effect the other way counts as inactive or inconclusive. Unless noted, % is set by controls: 0 for no effect and ±100 for the full control effect; potency is the fitted concentration of half-maximal effect. These rows are one share of the data. The share of hits here may be higher or lower than overall.

No. | Structure | BAZ2B block | BLM helicase inh | G9a inh
1 | N#Cc1c(Cl)c(Cl)c2nnc(-c3ccc(Br)cc3)n2c1Cl | 56µM* | -10% | 13µM*
2 | Cc1ccc2nc(-c3ccc(NC(=O)CN(C)S(=O)(=O)c4ccccc4)cc3)sc2c1 | -1% | 0% | 3%
3 | COc1cc2c(cc1OC)C1O[C@](CCCCN3C(=O)c4ccccc4C3=O)(C2)OC2=C1C(=O)CCC2 | -20%[22.9 µM] | -2%[12.4 µM] | -18%[2.33 µM]
4 | O=C(Nc1ccccc1-c1nc2ccccc2[nH]1)c1sc2ccccc2c1Cl | 3% | u | 9%[59 µM]
5 | CCNC(=O)CSc1nc2cc(OC)c(OC)cc2c(=O)n1CCC1=CCCCC1 | 0% | -1% | u
6 | CN1C(=O)/C(=C2\SC(=S)N(CC3CCCO3)C2=O)c2ccccc21 (configuration not stated) | -33% | 0% | u
7 | Cc1ccc(/C=C/C(=O)NCc2ccco2)o1 | u | 3% | 20µM*
8 | Cc1ccc(NC(=O)Cc2nnc(SCC(=O)c3ccc(Br)cc3)n2C)cc1Cl | 10% | -4% | u
9 | CC1(C)Cc2c(C#N)c(NC3CCCCC3)nc(-c3ccco3)c2CO1 | 5% | -23% | 11µM*
10 | Cc1cc(NC(=O)CSc2nc3cc(Cl)ccc3c(=O)n2CC(C)C)no1 | -5% | -2% | 1%
11 | CCCC[C@]12Cc3cc(C#N)ccc3C(O1)c1c(c3ccccc3oc1=O)O2 | -2%[22.9 µM] | -3%[12.4 µM] | u
12 | Cc1cc2cc(CNC(=O)c3cc4ccccc4o3)ccc2n1C | u | -2% | u
13 | Cc1ccc(-n2c(C)c([N+](=O)[O-])c3ccc(O)cc32)cc1 | -4% | -6% | 50µM*
14 | Cc1oc(-c2ccc(Cl)cc2)cc1-c1nn2c(-c3ccco3)nnc2s1 | 35µM* | -22% | u
15 | O=C(N/N=C/c1ccc(N2CCCCC2)o1)C(O)(c1ccccc1)c1ccccc1 | -28% | -7% | 13µM*
16 | CC(C)C1CCC(C(=O)N[C@H](Cc2ccccc2)C(=O)O)CC1 (some centres not stated) | -6% | -7% | 13%[59 µM]
17 | COc1ccc(C)cc1NC(=O)c1cnc2sccn2c1=O | -2% | -1% | u
18 | CCNC(=S)N/N=C/c1ccc(F)cc1 | -22% | -1% | 28%
19 | CCOc1cc(NC(=O)c2cnccn2)c(OCC)cc1NC(=O)c1cccc(F)c1 | -4% | -1% | 28%
20 | CCCNC(=O)C(C)n1c2ccccc2c2nc(=O)cc(C)n21 (configuration not stated) | 4% | -1% | 19%
21 | O=C(O)c1ccc(/C=N/NC(=O)C2CC2(c2ccccc2)c2ccccc2)cc1 (configuration not stated) | -25% | -6% | 1%
22 | O=C(Cn1nc(-c2ccc3c(c2)OCCO3)ccc1=O)Nc1ccc(N2CCOCC2)cc1 | -2% | -3% | 6%[59 µM]
23 | CC(=O)Cc1nnn(-c2cc(C)on2)n1 | -13% | 3% | 6%
24 | Cc1cc(C)nc(/N=C(\N)Nc2ccc(S(=O)(=O)Nc3nc(C)cc(C)n3)cc2)n1 | 1% | 23% | 4%
25 | COc1cc2c(c(O)c1OC)-c1c(cc(OC)c(OC)c1O)[C@@H](OC(=O)c1ccccc1)[C@@](C)(O)[C@@H](C)[C@@H]2OC(C)=O | 50µM* | -1% | 14%[59 µM]
26 | CN(C(=O)COc1ccc(Cl)cc1)c1nnc(C23CC4CC(CC(C4)C2)C3)s1 | 1% | 0% | -41%
27 | COC(=O)c1c(NC(=O)c2c(C)noc2C)sc2c1CCCCCC2 | 1% | -1% | 8%[59 µM]
28 | CCCCNC(=O)C(C#N)c1nc2ccccc2nc1N1CCCC1 (configuration not stated) | 4% | 0% | -26%[12.7 µM]
29 | CC1=NN(C(N)=S)C(=O)C1N=Nc1ccc(C)cc1C (configuration not stated) | -3% | -1% | u
30 | Cc1ccc(OCCOCCn2cnc3ccccc3c2=O)cc1C | 1% | -2% | -34%
31 | Cc1ccc(N(C(=O)c2ccn[nH]2)C(C(=O)NC2CCCC2)c2cccs2)cc1 (configuration not stated) | 8% | -1% | 4%
32 | CCOC(=O)c1c(NC(=O)c2ccc(N3CCOCC3)c([N+](=O)[O-])c2)sc(C)c1C | -1% | -1% | 42%[0.501 µM]
33 | CCNc1nc(NCC)nc(Oc2ccc(OCc3ccccc3)nn2)n1 | -9% | 1% | -5%
34 | COc1ccc2cc(/C=N/NC(=O)CN(c3ccccc3)S(=O)(=O)c3ccccc3)c(Cl)nc2c1 | -5% | -3% | 16%[2.33 µM]
35 | O=C(COC(=O)CC(c1ccccc1)c1ccccc1)Nc1c(F)cccc1F | 1% | -5% | u
36 | Cc1ccc(C2NC(C(=O)O)CS2)cc1 (configuration not stated) | u | -1% | 32µM*
37 | COc1ccccc1N1CCN(C(=O)c2ccc3c(c2)NC(=O)C(CSCc2ccccc2C)N3)CC1 (configuration not stated) | 50µM* | -12% | u
38 | CC1(N2CCOCC2)CC2(O)C(=[N+]1[O-])CCc1nonc12 (configuration not stated) | u | -10% | -11%
39 | Oc1ccc(O)c2c1C1c3ccccc3C2c2ccccc21 | 40µM* | -11% | 3.5µM*
40 | CCOC(=O)c1[nH]c2ccc(Br)cc2c1NC(=O)CCN1CCCC(C)C1 (configuration not stated) | 4% | 0% | u
41 | O=c1/c(=C/c2ccc(O)cc2)sc2nc3cc(Br)cnc3n12 | -32% | -6% | 10µM*
42 | CCCCOc1ccc(C2C(C(=O)c3ccc(C)o3)=C(O)C(=O)N2Cc2ccco2)cc1 (configuration not stated) | u | -17% | u
43 | COc1ccc([C@]23Cc4ccccc4C(O2)C2=C(CCCC2=O)O3)cc1 | u | -5%[12.4 µM] | 18%[2.33 µM]
44 | O=C(NC(=S)Nc1ccccc1F)C1CCCCC1 | 3% | -6% | 13%
45 | O=C(NC1=NCCS1)c1cccc(S(=O)(=O)N2CCCCC2)c1 | 2% | -1% | -6%[59 µM]
46 | O=C(/C=C/c1cn(CC(O)CN2CCOCC2)c2ccccc12)c1cccs1 (configuration not stated) | -29% | 3% | -3%
47 | C/C(CC(=O)Nc1ccc(F)cc1F)=N\NC(=O)C(=O)N1CCCCC1 | -25% | -1% | 2%
48 | COc1ccc(CNC(=O)COC(=O)c2cc(-c3ccco3)nc3ccccc23)cc1 | 50µM* | -23% | 10µM*
49 | CCCCN1CCCC1CNC(=O)c1cc(C#N)c2ccccc2c1OC (configuration not stated) | -4% | 1% | 4%[59 µM]
50 | Cc1ccc(-c2nnc(SCC(=O)n3c4c(c5ccccc53)CCCC4)o2)cc1 | 3% | -1% | -34%

Additional compounds
No. | Structure | BAZ2B block | BLM helicase inh | G9a inh
51 | CCN(CC)CCCN1C(=O)C(=O)/C(=C(/O)c2ccc3c(c2)CC(C)O3)C1c1cccnc1 (configuration not stated) | 2% | 3% | 4%
52 | O=C(Oc1ccc2c3c(c(=O)oc2c1)CCC3)c1ccccc1[N+](=O)[O-] | 8% | -4% | 10%[59 µM]
53 | CCOC(=O)C(CSCC(=O)c1ccc(Br)cc1)NC(=O)OC(C)(C)C (configuration not stated) | 6% | -8% | 11%[59 µM]
54 | N#Cc1ccc(Cl)cc1NC(=O)CSc1nc2nc(-c3cccs3)cc(C(F)(F)F)c2c(=O)[nH]1 | -2% | -7% | 15%[59 µM]
55 | CNC(=S)N1CCC(NC(=O)c2ccco2)CC1 | -6% | -2% | 21%[12.7 µM]
56 | Cc1c(Cl)cn2c(=O)cc(CN3CCN(c4ccc(F)cc4)CC3)nc2c1Cl | u | 1% | 50µM*
57 | O=C(Cn1ncc2c(=O)oc3ccccc3c21)Nc1nc2ccccc2s1 | -5% | 0% | -44%[59 µM]
58 | COc1cc(-c2cc(C(=O)NN3CCN(C)CC3)c3ccccc3n2)cc(OC)c1OC | u | 14% | u
59 | O=c1c2c3nc4ccccc4nc3n(-c3ccc4c(c3)OCCO4)c2ncn1CC1CCCO1 (configuration not stated) | -6% | -4% | 6%
60 | COc1ccc([C@]23Cc4ccccc4C(O2)c2c(c4ccc(OC)cc4oc2=O)O3)cc1 | u | -7%[12.4 µM] | 6%[2.33 µM]
61 | CC(=O)c1cnc(Nc2nc(C)c3ccccc3n2)nc1C | 6% | -6% | -3%[12.7 µM]
62 | CCOC(=O)c1csc(NC(=O)Nc2cccc(OC)c2)n1 | -5% | 0% | -9%[59 µM]
63 | CC(NC(=O)Cn1nnc(-c2ccncc2)n1)c1ccccc1 (configuration not stated) | 11% | 1% | -2%[59 µM]
64 | C/C(CCN1CCc2nc(-c3ccccc3)c(-c3ccccc3)cc2C1)=N\O[C@@H](C)c1cn([C@H](CO)Cc2ccccc2)nn1 | u | 0%[12.4 µM] | 45µM*
65 | C=CCn1c(SCC(=O)Nc2ccccc2OC)nnc1-c1ccco1 | 7% | 1% | 6%[12.7 µM]
66 | CC(C)CN1CCN(C2CCN(C(C)C)CC2)C(CCO)C1 (configuration not stated) | 2% | 0% | -10%
67 | COc1cc(CCC(=O)N2CCN(c3ccc(N4CCOCC4)nn3)CC2)cc(OC)c1OC | 9% | 1% | -46%
68 | O=C(c1cc2ccccn2n1)N1CCCC1 | -5% | -1% | 22%
69 | CCn1c(=N)c(C(=O)NCc2cccnc2)cc2c(=O)n3cccc(C)c3nc21 | 3% | -8% | u
70 | O=C(NCCNc1ccc2ccccc2c1)c1cccn2c(=O)c3sccc3nc12 | -12% | -3% | u
71 | COCCCNc1ncnc2c1[nH]c1ccccc12 | -2% | 1% | 14%[59 µM]
72 | Cc1ccc(-c2ccc(SCC(=O)N3CCCc4ccccc43)nn2)cc1 | u | -9% | u
73 | C/C(=C\C(=O)c1ccc(C)cc1)Nc1ccc(N2CCOCC2)cc1 | 1% | 0% | u
74 | CN(C)/C=C1/C(=O)N(c2ccc([N+](=O)[O-])cc2)N=C1c1ccccc1 | -34% | -13% | u
75 | CC[C@H](C)[C@@H](NC(=O)O[C@@H]1C(=O)c2cc(Br)ccc2O[C@H]1c1ccc2c(c1)OCO2)C(=O)OC | -2% | -5%&-10% | u
76 | CCNC(=S)N/N=C/c1sccc1C | -30% | 2% | 11%
77 | Cc1ccc2c(Cl)cc(Cl)c(OCC(=O)NCc3ccco3)c2n1 | 40µM* | u | 9%[12.7 µM]
78 | CCCCNC(=O)c1cc2c(=O)n3cccc(C)c3nc2n1C | -2% | -1% | 2%
79 | COc1ccc2c(=O)c3c(=O)n(Cc4ccco4)c(C4CCCCC4)nc3oc2c1 | 0% | -2% | -7%
